Screening results: PubChem, Broad Institute
GSIS activator: GLuc luminescence reporter in INS-1E cells, primary screen for activators of glucose-dependent secretion of insulin; actives 0.61% (n = 370,000); INS-1E GLuc reporter insulin secretion, 2-3 h; activation, % at 16.6 µM;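 active = lowest replicate activation of at least 40%, so every replicate reaches that level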;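 note: 0% = median of neutral control wells and 100% = median of IBMX positive control wells; some compounds called inactive have numbers as strong as hits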
CFTR F508del cor: correctors of CFTR F508del function in bronchial epithelial cells; activity (quench increase), % at 7.58 µM; AID 720511; actives 0.36% (n = 350,000); CFBE cells, YFP halide quenching; stimulated with forskolin plus potentiator P3; % fluorescence drop versus neutral controls;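 active = mean added fluorescence quench of at least 8% versus neutral control, with both replicates also reaching 8%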;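 note: cells transiently co-express mutant CFTR-F508del with the halide-sensitive YFP; corrector assay measuring rescue of mutant channel to the surface after 24 h compound exposure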
C2C12 statin: protects C2C12 myotubes from simvastatin toxicity; rescue of ATP level, % at 7.49 µM; ATP luminescence, 48 h; scaled: DMSO 0, geranylgeraniol control 100; AID 602340; actives 0.78% (n = 330,000);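 active = mean ATP rescue above about 67%, or every replicate alone reaching that limit, limit read from the data, passing the limit was not always enough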;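 note: myotubes were challenged with 10 µM simvastatin during compound exposure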
PGC1a acetyl inh: lowers PGC1a acetylation signal in U2OS cells; actives 0.17% (n = 350,000); inhibition, % at 15.6 µM; AlphaScreen anti-acetyl-lysine; with virally co-expressed GCN5 acetyltransferase; AID 651687;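 active = every replicate shows inhibition of at least 40%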;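 note: 0% = neutral control wells and 100% = positive control wells; some results beyond the cut were filed as inactive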
FN deposition inh: fibronectin deposition inhibition | inhibition, % at 12.6 µM | actives 0.086% (n = 350,000) | AID 743247 | AH1F fibroblasts, Alexa488-fibronectin deposition fluorescence, overnight;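 active = mean inhibition across replicates of 30% or more, regardless of how many single replicates reach that level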;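 note: positive control wells lacked labelled fibronectin entirely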
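Test system: AH1F fibroblast monolayer depositing Alexa488-labelled fibronectin into matrix. Input: 10000 cells per well. Technique: fluorescence, ex 485 nm, em 525 nm. Buffer or medium: DMEM plus 2% serum, read in PBS. Timing: 1 h cell adhesion before compound, then overnight fibronectin incubation. Compound: single dose, pinned. Read-out basis: inhibition from reduced deposited-fibronectin fluorescence.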
PglD inh: PglD (C. jejuni) enzyme inhibition | inhibition, % at 12.5 µM | AID 602405 | purified PglD enzyme, DTNB colorimetric CoA detection | actives 0.098% (n = 360,000); in the data active = inhibition above about 16%, passing the limit was not always enough; note: strong numbers were not always called active
miR122 inh: inhibitors of miR-122 in Huh7 cells. actives 0.3% (n = 340,000). activation (reporter increase), % at 12.5 µM. Huh7 miR-122 Renilla luciferase sensor, 48 h; neutral wells = 0, positive control = 100;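 active = mean replicate activation score at least 90 and every replicate individually at or above 90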;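 note: higher luciferase means less miR-122 activity so hits act as miR-122 inhibitors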
Cneo AK release: causes C. neoformans cell lysis | actives 0.2% (n = 360,000) | lysis activity, % at 15 µM | AID 651654 | adenylate kinase release luminescence, 4 h; normalised: neutral wells 0, clomiphene wells 100;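 active = mean lysis activity across replicates of at least 80%, whatever share of replicates individually reach that level; inactive = mean lysis activity below 80%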
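Signal: Adenylate kinase release luminescence | Assay system: Log-phase Cryptococcus neoformans yeast cells | Input: Cells at 5 × 10^6 per mL | Buffer or medium: Fresh YPD growth medium | Compound: Single dose | Schedule: Static 4 h at 37 °C with compound, 1 h detection | Controls: Clomiphene | Read-out: Luminescence rise reflecting yeast cell lysis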
* = called active by the depositor; . = not tested or not shown; [ ] = remark or other dose. Compounds were not picked by outcome; about 2.1% have a hit in one of these screens.

SMILES	GSIS activator	CFTR F508del cor	C2C12 statin	PGC1a acetyl inh	FN deposition inh	PglD inh	miR122 inh	Cneo AK release
COc1ccccc1-c1cn(CC[C@H]2CC[C@H](NC(=O)CCN3CCCCC3)[C@@H](CO)O2)nn1	12	-0.2	8	3	-5	-3	.	-3
O=C(CN1C(=O)c2cccc3cccc1c23)N1CCc2ccccc2C1	.	.	6	-30	.	3	0	0
O=C(NCCC(=O)N1CCCC(C(F)(F)F)C1)c1ccc(Br)cc1 (stereo not drawn)	-1	1.4	-10	.	-1	4	.	2
CC1(C(=O)NS(=O)(=O)c2cccc(OC(F)F)c2)CCN1C(=O)C/C=C/c1ccccc1 (stereo not drawn)	4	2.5	10	.	-7	-1	0	2
CN(C)C(=O)c1cccc(-c2ccc3c(c2)[C@H]2[C@H](CCN2C(=O)c2ccncc2)[C@H](CO)N3C)c1	-7	-1.4	7	15	-4	0	18[16.7 µM]	-14
Cc1ccc(NC(=O)Nc2nnc([C@@H]3C[C@H](O)[C@@H](CO)O3)s2)cc1	0	1.6	11	4	-10	.	2	3
COc1cc(NC(=O)COC(=O)CC2CC3CCC2C3)cc(OC)c1 (stereo not drawn)	-22	2.7	-5	-3	-5	1	2	2
c1ccc(-c2noc(-c3cccc4ccccc34)n2)nc1	.	.	-3	-3	.	-7	-3	-9
CC(C)NC(=O)Nc1ccc2c(c1)CC(=O)N([C@@H](C)CO)C[C@H](C)[C@H](CN(C)Cc1ccc(C(F)(F)F)cc1)O2	-8	0.2	3	-13	.	2	-4[16.7 µM]	-2
Cc1cccc(OCC2=N/C(=C\N(C)C)C(=O)O2)c1	.	.	-10	-5	.	1	-2	2
O=C(COc1nc2ccccc2nc1N1CCOCC1)NCC(F)(F)F	6	.	9	.	-5	-4	6	1
CC(=O)c1sc(NC(=O)c2cccc3ccccc23)nc1C	.	.	-9	-9	.	2	0	1
CCN(CC)S(=O)(=O)c1ccc(OC)c(NC(=O)c2ccc3c(c2)OCO3)c1	1	-1.8	.	-11	3	.	.	.
CC(=O)N1[C@@H](CO)[C@@H]2c3ccccc3N(S(=O)(=O)c3ccccc3C)C[C@@H]21	7	0.1	-5	2	-7	0	-8[16.7 µM]	-1
N#CCOc1ccccc1P(=O)(c1ccccc1)c1ccccc1	16	-0.7	-1	.	20	.	.	.
OC[C@@H]1[C@H](c2ccc(Br)cc2)[C@H]2CNCCCCN12	12	0.4	9	3	-5	-1	3[16.7 µM]	6
Cc1cc(N(C)C(=O)c2ccc3c(c2)S(=O)(=O)c2cc(Cl)ccc2C3=O)c(C(F)(F)F)o1	5	0.8	-29	-4	-2	-5	-2	0
CCN(CC)c1ccc(C(=O)Nn2cnc3ccccc3c2=O)cc1	0	0.4	-21	10	-7	-3	-4	-4
Cc1nn(-c2ccc(C(=O)O)cc2)c(C)c1Cl	5	-1.0	-6	-5	2	9	-3	1
C[C@H](CO)N1C[C@H](C)[C@H](CN(C)S(=O)(=O)c2ccc(Cl)cc2)Oc2ccc(NS(C)(=O)=O)cc2C1=O	32	-2.3	.	-1	.	.	-4[16.7 µM]	.
CCCN(CCC)CCCNC(=S)Nc1ccc2nc(N3CCN(C)CC3)cc(C)c2c1	31	-3.1	-12	-8	10	-7	-1	-1
CC1CCN(C(=O)CSc2nc3ccccc3s2)CC1	.	.	0	5	-8	-6	5	-3
COc1ccc(NC(=O)Nc2ccc3c(c2)C(=O)N([C@@H](C)CO)C[C@H](C)[C@@H](CN(C)CC2CCCCC2)OCCCC[C@H](C)O3)cc1	-9	-0.1	-284	-22	.	-3	0[16.7 µM]	2
C[C@@H]1CN([C@@H](C)CO)C(=O)c2cc(C#Cc3ccccc3F)cnc2O[C@@H]1CN(C)S(=O)(=O)c1ccccc1F	2	-5.9	14	0	-17	1	-4[16.7 µM]	0
CCCC#Cc1ccc2c(c1)O[C@H](CN(C)C(=O)c1cnccn1)[C@@H](C)CN([C@H](C)CO)S2(=O)=O	9	0.7	-20	-2	-5	3	36[16.7 µM]	4
CC(C)N(Cc1nc(-c2ccccc2)no1)C(=O)C1CCCCC1	-44	-2.7	9	-5	.	-2	-7	0
Cn1c(SCc2ccccc2)nnc1-c1cnccn1	8	.	2	-1	8	2	1	0
CN(CC(=O)NCCc1ccc(S(N)(=O)=O)cc1)CC(=O)Nc1ccc(Cl)c(C(F)(F)F)c1	-40	13*	2	.	2	-2	.	3
CC(=O)Nc1ccc(NC(=O)CSc2nnc(NC(=O)C3CC(=O)N(c4ccccc4)C3)s2)cc1 (stereo not drawn)	-6	-2.6	4	.	-4	9	.	3
Cc1ccc(S(=O)(=O)Nc2ccc(F)cc2)cc1C(=O)N1CCOCC1	5	-4.7	6	-7	-10	-1	14	-1
Cc1ccc(C(=O)COC(=O)CN2C(=O)C3C4CC(C(Br)C4Br)C3C2=O)cc1 (stereo not drawn)	3	-4.2	-6	8	0	2	-3	1
CCOC(=O)[C@H]1[C@H]2COc3ccc(Cl)cc3[C@@H]2N2C(=O)c3cc(Cl)ccc3NC(=O)[C@@]12C	-15	-0.9	3	5	-3	0	-7	2
CCOC(=O)NC1=NCC(C)S1 (stereo not drawn)	4	-1.5	-6	.	4	-5	.	1
COc1cccc(C#Cc2ccc([C@@H]3[C@@H](C#N)N(C(=O)C4CC4)[C@@H]3CO)cc2)c1	6	1.3	1	-5	1	-1	.	-11
COc1ccc(CCNC(=O)C(=O)NCCC2CCCCN2S(=O)(=O)c2ccccc2)cc1 (stereo not drawn)	4	-0.4	-18	.	-1	.	.	.
COc1cccc(NC(=O)c2c(C)nn(-c3ccccc3)c2Cl)c1	1	-0.5	-17	3	-3	-1	0	-2
O=C(NCCCn1ccnc1)C1CCCN(S(=O)(=O)c2ccc(F)cc2)C1 (stereo not drawn)	9	1.9	-3	-1	-6	2	-2	5
CCOc1ccc(CC(=O)NCC(=O)NCc2cc(=O)n(C)c(=O)n2C)cc1	7	1.2	-3	2	7	-2	-4	0
CCOC(=O)N1CCN(/C=C(\C#N)c2nc3ccccc3s2)CC1	.	.	-8	-7	-1	.	37	-1
Cc1ccc(-n2ncc3c(=O)n(CC(=O)N4CCN(c5ccccc5F)CC4)cnc32)cc1C	.	.	5	9	.	3	-2	0

A different layout for some results above.
CCOc1ccc(CC(=O)NCC(=O)NCc2cc(=O)n(C)c(=O)n2C)cc1
  GSIS activator: 7 | CFTR F508del cor: 1.2 | C2C12 statin: -3 | PGC1a acetyl inh: 2 | FN deposition inh: 7 | PglD inh: -2 | miR122 inh: -4 | Cneo AK release: 0

CCOC(=O)N1CCN(/C=C(\C#N)c2nc3ccccc3s2)CC1
  GSIS activator: . | CFTR F508del cor: . | C2C12 statin: -8 | PGC1a acetyl inh: -7 | FN deposition inh: -1 | PglD inh: . | miR122 inh: 37 | Cneo AK release: -1

Cc1ccc(-n2ncc3c(=O)n(CC(=O)N4CCN(c5ccccc5F)CC4)cnc32)cc1C
  GSIS activator: . | CFTR F508del cor: . | C2C12 statin: 5 | PGC1a acetyl inh: 9 | FN deposition inh: . | PglD inh: 3 | miR122 inh: -2 | Cneo AK release: 0

(listing goes on)
SMILES	GSIS activator	CFTR F508del cor	C2C12 statin	PGC1a acetyl inh	FN deposition inh	PglD inh	miR122 inh	Cneo AK release
Cn1c(SCC(=O)OC2CCCCC2)nnc1-c1ccc(S(=O)(=O)N2CCCC2)cc1	.	.	7	0	.	4	-1	-3
Cc1ccc(S(C)(=O)=NC(=O)c2cc(C)on2)cc1 (stereo not drawn)	0	0.0	-1	0	-18	.	.	.
Cc1ccc(C(=O)O)cc1NS(=O)(=O)c1ccc2c(c1)oc(=O)n2C	1	-2.3	-3	10	6	-3	-6	0
O=C(Nc1ccc(F)cc1)N1CCCCN2[C@H](C1)[C@H](c1ccc(-c3cccc(F)c3)cc1)[C@@H]2CO	-22	8.9*	-19	6	.	9	-3[16.7 µM]	-3
O=C(C[C@@H]1CC[C@@H](NC(=O)C2CC2)[C@@H](CO)O1)Nc1nccs1	15	-1.1	-2	0	4	10	.	2
Cc1ccc(C)c(OCCC(=O)OCC(=O)N2CCN(S(=O)(=O)c3ccc(Cl)cc3)CC2)c1	14	-1.0	3	1	-12	5	.	1
O=C(C[C@@H]1CC[C@H]2[C@@H](COC[C@H](O)CN2CC2CC2)O1)NCC1CC1	-2	-1.1	-18	3	0	4	-5[16.7 µM]	2
CC(C)NC(=O)CSc1nc2[nH]ncc2c(=O)[nH]1	-6	1.2	2	-3	-1	.	-24	.
COC(=O)C[C@@H]1C[C@@H]2c3cc(NC(=O)Nc4ccc(F)cc4)ccc3O[C@@H]2[C@H](CO)O1	5	-2.4	-9	7	4	-2	5[16.7 µM]	-2
CCC(C(=O)NC1C(=O)N2C(C(=O)O)=C(CSc3nnc(C)s3)CSC12)c1ccccc1 (stereo not drawn)	3	4.7	7	-10	6	1	3	1
C[C@H]1CN([C@@H](C)CO)S(=O)(=O)c2ccc(C3=CCCCC3)cc2O[C@H]1CN(C)CC1CC1	.	-1.4	-43	-22	.	.	-7[16.7 µM]	.
C[C@H]1CN([C@@H](C)CO)C(=O)c2cc(-c3ccccc3)cnc2O[C@H]1CN(C)C(=O)C1CCOCC1	28	1.5	-22	11	.	-2	-4[16.7 µM]	0
C=C(C)CN(CC)C(=O)CCc1nnc(CCCc2ccccc2)o1	0	0.3	.	8	-1	.	.	.
Cc1cc(OCC(=O)OCC(=O)N2CC(C)CC(C)C2)ccc1Cl (stereo not drawn)	.	-2.8	-3	-2	-1	1	-6	0
OC1C=CSc2nc3ccccc3n21 (stereo not drawn)	.	.	.	-12	.	-2	-4	1
COc1cc(-c2c(C#N)c(N)nc3c2c(C)nn3-c2ccc(C)c(C)c2)cc(OC)c1OC	.	.	3	7	13	5	-20	-5
Cc1ccc2c(c1)nc(NCCO)n2C	.	.	91*	-3	.	-2	-7	1
CCS(=O)(=O)N1CC2(CN(C)[C@H](CO)c3c2c2ccc(OC)cc2n3C)C1	-2	2.4	.	-4	2	.	.	.
O=[N+]([O-])c1cccc2cn[nH]c12	.	-1.0	-2	-9	-4	2	-1	13
COc1ccc(NC(=O)Nc2cccc3c2O[C@H](CN(C)S(=O)(=O)c2ccc(Cl)cc2)[C@H](C)CN([C@@H](C)CO)C3=O)cc1	3	-2.4	44	-1	.	0	3[16.7 µM]	-8
O=[N+]([O-])c1ccc(NN=Cc2ccco2)nc1	-16	-1.1	2	-19	.	4	.	-2
Cc1ccc(S(=O)(=O)N2CCOCC2)cc1C(=O)NCc1ccccc1CN1CCCC1	-8	-1.0	-2	3	1	-2	-5	-2
N#CC(C(N)=O)=C1CCCCC1	1	.	2	9	-13	5	3	-3
COc1cc(-c2cn(S(=O)(=O)c3cccc4nsnc34)nc2N)cc(OC)c1OC	.	.	-12	1	.	-4	-3	1
CO[C@@H]1CC[C@@H]2CCOc3c(C#N)cccc3C(=O)N(C)C[C@@H](c3ccccc3)CC(=O)N(C)C[C@@H]1O2	3	1.3	-4	-5	-10	2	.	6
CC(C)NC(=O)Nc1ccc2c(c1)C(=O)N([C@@H](C)CO)C[C@H](C)[C@@H](CN(C)CC1CCCCC1)OCCCC[C@@H](C)O2	12	0.8	.	-9	-3	3	-5[16.7 µM]	11
CC[C@]12c3[nH]c4ccc(OC)cc4c3CCN1C(=O)C(CC(=O)NCCN1CCOCC1)C[C@@H]2C(=O)N1CCN(C(=O)c2ccco2)CC1 (stereo partly drawn)	8	-3.6	9	.	-6	-5	0	-2
CCC(=O)N1[C@@H]2CN(C(=O)CC(F)(F)F)c3ccccc3[C@@H]2[C@@H]1CO	5	-2.2	13	8	.	0	-8[16.7 µM]	0
